Assay outcomes (PubChem)
SENP8 block-1 – SENP8 (human) protease inhibition; inhibition, % at 20 µM; 360,000 tested, 0.64% active; AID 602440; Q96LD8; recombinant SENP8, Nedd8 substrate fluorescence; in the data active means inhibition mostly above about 40%, no sharp cut-off; inactive means mostly below about 27%
Target sequence (Q96LD8 whole entry, looked up): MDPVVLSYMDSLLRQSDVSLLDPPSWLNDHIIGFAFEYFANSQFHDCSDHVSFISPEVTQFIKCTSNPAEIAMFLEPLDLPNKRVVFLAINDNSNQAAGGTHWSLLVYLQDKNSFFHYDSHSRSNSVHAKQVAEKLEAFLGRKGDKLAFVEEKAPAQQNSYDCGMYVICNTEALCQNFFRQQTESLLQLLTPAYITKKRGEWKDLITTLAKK
UBC13 polyUb – inhibitors of human UBC13 polyubiquitin chain formation; P61088; TR-FRET; inhibition, % at 20 µM; 330,000 tested, 0.47% active; AID 485273; in the data active means inhibition above about 45%, passing the limit was not always enough
SENP7 inh – blocks the human protease SENP7 | recombinant SENP7, Z-RLRGG-aminoluciferin luminescence, 40 min | inhibition, % at 5 µM | 330,000 tested, 1.5% active | AID 434973;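 active means inhibition above about 50% at the single test dose, limit read from the data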;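 further: plate controls were DMSO with enzyme for no effect and no enzyme buffer wells for full effect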
Target sequence (Q9BQF6 706-1050 limits assumed): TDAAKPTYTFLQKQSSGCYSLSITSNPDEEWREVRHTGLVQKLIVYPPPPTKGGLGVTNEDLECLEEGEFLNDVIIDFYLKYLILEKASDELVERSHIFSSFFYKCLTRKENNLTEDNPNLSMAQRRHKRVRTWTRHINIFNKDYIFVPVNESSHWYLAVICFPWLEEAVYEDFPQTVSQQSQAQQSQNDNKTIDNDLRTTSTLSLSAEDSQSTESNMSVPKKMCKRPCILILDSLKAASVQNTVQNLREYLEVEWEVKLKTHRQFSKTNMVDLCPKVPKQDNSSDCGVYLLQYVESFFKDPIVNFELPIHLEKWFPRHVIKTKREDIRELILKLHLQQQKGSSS
SENP6 inh – SENP6 protease inhibition | Q9GZR1 | 330,000 tested, 1.8% active | Recombinant SENP6 catalytic domain, aminoluciferin luminescence | inhibition, % at 10 µM;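 active means inhibition above about 50% at the single tested dose, limit read from the data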;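 further: plate controls were DMSO wells with enzyme for no effect and DMSO wells lacking enzyme for full effect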
Target sequence (Q9GZR1 628-1112 limits assumed): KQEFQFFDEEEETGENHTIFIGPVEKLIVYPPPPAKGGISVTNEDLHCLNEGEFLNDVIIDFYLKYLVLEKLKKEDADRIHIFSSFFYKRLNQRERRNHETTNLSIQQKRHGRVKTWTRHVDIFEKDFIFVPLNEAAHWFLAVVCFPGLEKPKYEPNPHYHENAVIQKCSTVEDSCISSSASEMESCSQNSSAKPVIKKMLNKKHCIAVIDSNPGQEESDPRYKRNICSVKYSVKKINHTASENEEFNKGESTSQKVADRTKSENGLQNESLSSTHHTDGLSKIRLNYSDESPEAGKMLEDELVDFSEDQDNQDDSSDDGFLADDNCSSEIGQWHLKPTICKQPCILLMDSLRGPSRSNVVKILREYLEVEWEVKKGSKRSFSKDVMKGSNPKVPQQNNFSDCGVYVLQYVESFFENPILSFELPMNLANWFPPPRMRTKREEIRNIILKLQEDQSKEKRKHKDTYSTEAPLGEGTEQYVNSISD
SENP1 inh – inhibitors of human SENP1 SUMO protease catalytic domain; Q9P0U3; recombinant SENP1 catalytic domain, CyPet-SUMO1-YPet FRET cleavage; inhibition, % at 10 µM; 360,000 tested, 0.21% active; AID 624204;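 active means inhibition at least 30% at 10 µM, raw YFP signal under a set limit, fluorescence ratio 0.5 to 1.5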;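 further: 0% = enzyme with DMSO and 100% = no enzyme wells; some results filed as inactive read as strong as hits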
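system = hSENP1 catalytic domain, recombinant | reagent = SFCypet-SUMO1-SFYpet substrate at 25 nM | doses = one dose per compound, 10 µM, 0.5% DMSO | incubation = enzyme reaction for 50 min at room temperature, dark | measured by = FRET, CFP and YFP emission | controls = no-enzyme low, enzyme-DMSO high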
A3G deaminase – inhibitors of human APOBEC3G DNA deaminase | Q9HC16 | recombinant A3G, ssDNA deamination FAM/TAMRA fluorescence | inhibition, % at 20 µM | 330,000 tested, 0.28% active;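 active means inhibition of at least 40% at 20 µM, with no more than 30% in the related APOBEC3A deaminase screen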;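 further: plate controls were DMSO wells with A3G for no effect and wells lacking A3G enzyme for full effect; some compounds called inactive have numbers as strong as hits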
Apaf1 inhib – inhibitors of human Apaf-1 apoptosome. reconstituted apoptosome caspase-3 activity, DEVD-Rh110 fluorescence. inhibition, % at 20 µM. 330,000 tested, 0.71% active. AID 489030; active means inhibition of at least 40% at 20 µM;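 further: plate controls were DMSO wells for no effect and DEVD-CHO caspase inhibitor wells for full effect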
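System: reconstituted apoptosome with Apaf-1, cytochrome c, caspase-9, procaspase-3, dATP; Signal: Rh110 fluorescence intensity; Schedule: 30 min compound preincubation, 50 min activation, room temperature; Reagent: cytochrome c trigger plus (Z-DEVD)2-Rh110 caspase-3 substrate.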
SENP8 block-2 – inhibitors of human SENP8 protease | inhibition, % at 10 µM | AID 2540 | Q96LD8 | purified SENP8, Z-RLRGG-aminoluciferin cleavage, luminescence | 330,000 tested, 1.2% active; in the data active means inhibition above about 50%
* marks the source's active call; other numbers are inactive results; / = no result given. Rows are unselected. Share with any hit: about 3.6%.

SMILES,SENP8 block-1,UBC13 polyUb,SENP7 inh,SENP6 inh,SENP1 inh,A3G deaminase,Apaf1 inhib,SENP8 block-2
CCOc1ccc(NC(=O)c2cccc(OC(=S)N3CCOCC3)c2)cc1,19,5,0,9,4,-2,-3,-4
CC12CCC(=O)N1C(C(=O)N1CCN(c3ccc([N+](=O)[O-])cc3)CC1)CS2 (stereo not drawn),18,-15,1,-4,3,-4,-1,6
O=C(COC(=O)c1ccc(S(=O)(=O)N2CCOCC2)cc1)Nc1nc(-c2ccccc2)cs1,30,1,-2,-20,2,-2,8,-1
CCc1nc(C)ccc1OCC(=O)O,15,3,1,-6,3,-5,-8,3
CCC1(C)SC(N)=NN1C(C)=O (stereo not drawn),15,0,-6,-15,2,-7,5,-13
C/C(O)=C(/C=Nc1ccccc1)C(=O)Nc1ccccc1,18,-11,0,1,-5,0,5,-5
CCN(CC)C1CCN(C(=O)c2ccc3nc(Cc4ccc(OC)cc4)oc3c2)C1 (stereo not drawn),22,5,7,6,0,-3,-1,-5
OCCNc1nc(Nc2ccc(O)cc2)nc2ccccc12,7,7,4,-8,-2,3,12,4
O=C(c1cc(-c2ccc(Cl)s2)nc2ccccc12)N1CCCC1,-397,8,-8,-7,-18,1,10,5
O=S(=O)(c1ccccc1)N(Cc1ccc(Cl)cc1)c1ccncc1,4,-5,2,12,0,-10,5,0
O=C(CSc1ncn[nH]1)NCc1ccc2c(c1)OCO2,6,-2,4,3,-1,-3,-21,-2
Cc1cc(C(=O)CN2C(=O)NC3(CCCCC3)C2=O)c(C)n1-c1ccc2c(c1)OCO2,15,2,-5,-26,-6,-8,6,-3
Cc1ccc(Cn2c(C(CO)Nc3nc(-c4ccc(Cl)c([N+](=O)[O-])c4)cs3)nc3ccccc32)cc1 (stereo not drawn),27,-5,-5,-2,0,3,27,-1
CCC(CC)NC(=O)c1oc2ccccc2c1COc1ccccc1,12,-14,-3,-2,-1,-9,12,-5
O=C(c1cccc(S(=O)(=O)N2CCCCC2)c1)N1CCOCC1,13,-6,-7,-11,0,-2,5,-9
O=C1NC2=C(C(=O)CCC2)C(c2ccccc2[N+](=O)[O-])N1 (stereo not drawn),-3,-5,-3,13,-54,9,18,4
COc1ccc([N+](=O)[O-])cc1NCc1ccccc1C,14,-5,5,8,11,1,10,-5
COc1cnc(-c2ccccc2)nc1OC,12,-10,7,-6,0,-4,6,1
O=C(O)CCC(=O)Nc1ccccc1N1CCOCC1,24,-9,-3,3,3,-2,-4,1
COc1ccccc1NS(=O)(=O)c1ccc(C(=O)NCC(c2ccc(F)cc2)N2CCOCC2)cc1 (stereo not drawn),0,7,1,6,2,-5,2,4
O=c1c2c3c(sc2nc(N2CCNCC2)n1-c1cccc(Cl)c1)CCCCC3,/,28,3,-18,/,13,15,-17
Cc1cc(Oc2ccc(Cl)cc2)nc(-c2ccccc2O)n1,22,-9,7,5,-1,10,6,0
Cc1occc1-c1nnc(SCC(=O)Nc2nccs2)n1CCc1ccccc1,/,-11,3,1,/,-4,11,1
O=C(NCc1ccccc1)N1CCC(c2nc3ccccc3[nH]2)CC1,15,8,-4,-9,1,-7,-16,6
C=CCc1cc(Cl)ccc1OCCNCCOC,9,5,-6,-2,2,-11,-14,4
COc1ccc(S(=O)(=O)Nc2cc3c4c(oc3c3ccccc23)CC(C)(C)CC4=O)cc1,26,-30,-8,-9,1,-4,33,-4
O=C(/C=C/c1ccco1)NC(=S)Nc1cc(C(F)(F)F)ccc1N1CCOCC1,16,-11,-5,-6,0,0,13,-3
Cc1ccc(C)c(-c2cc(C(=O)NN3CCOCC3)c3ccccc3n2)c1,10,19,-7,-5,0,-12,-14,0
Cc1cc(C(C)(C)C)ccc1OCCN(C)C,18,2,0,-3,1,-4,-1,2
CCCS(=O)(=O)N1CCCC(C(=O)NCc2cccnc2)C1 (stereo not drawn),14,3,15,0,2,3,4,-2
O=c1nc(N2CCCC2)nc(N2CCCC2)[nH]1,20,0,-1,18,-2,-18,-19,-5
O=C(c1ccccc1)N(Cc1nc2ccccc2c(=O)[nH]1)C1CCCCC1,6,6,4,3,-4,-9,10,0
c1ccc(NC2=NCCCCS2)cc1,7,2,3,-9,0,-5,-3,3
CCc1noc(C)c1C(=O)N1CCCSC1=Nc1ccccc1Cl,8,0,16,-6,0,-7,10,-8
CCC(=O)N1N=C(c2cccc(NS(C)(=O)=O)c2)CC1c1cccs1 (stereo not drawn),-11,6,-1,11,-3,-1,-7,3
Cc1cc(C(=O)NC(C)CCc2ccccc2)ccc1[N+](=O)[O-] (stereo not drawn),0,-8,-3,3,0,-19,12,12
CC(NC(=O)c1ccncc1)C(c1cccs1)N1CCOCC1 (stereo not drawn),13,-2,13,-21,2,-1,-13,-9
CCOc1cc(/C=N/Nc2cccc(C(=O)O)c2)ccc1OC(=O)c1ccccc1,-12,-16,-1,-7,0,-2,22,5
N#C/C(=C/c1ccc(C(=O)O)cc1)C(=O)NCc1ccccc1,16,-3,-2,-4,0,-9,-4,-6
Cc1cccnc1NC(=O)C(C)Oc1ccccc1 (stereo not drawn),14,-8,1,-10,-1,-2,-3,-7
CC1(C)Oc2ccc3ccc(=O)oc3c2C(/C=N/O)=C1Cl,2,5,0,-8,2,8,-5,5
Cn1c(SCC(=O)N2CCN(c3cccc(Cl)c3)CC2)nnc1-c1ccncc1,7,-4,-4,0,1,-6,9,-5
O=C(c1cc(-c2ccccc2)on1)N1CCCC1,26,-6,46,17,2,-2,-26,1
Cc1nc(NC(=O)CSc2nnnn2Cc2ccccc2)sc1C,18,3,-1,4,0,-2,3,1
CCc1ccc(NC(=O)CN2CCCN(S(=O)(=O)c3ccc(F)cc3)CC2)cc1,0,7,-1,2,2,-11,14,-1
O=C(CSCc1ccccc1Cl)N/N=C/c1ccco1,10,0,-3,-6,-1,-7,-5,-1
C#Cc1ccc([C@@H]2C=C(C(=O)N3CCOCC3)O[C@H](OCc3ccc(CO)cc3)C2)cc1,-6,10,-3,-9,-1,-5,8,-6
CC(Nc1nc(-c2cccnc2)nc2ccccc12)c1ccc(F)cc1 (stereo not drawn),-34,9,5,-20,-4,-5,24,1
COC(=O)c1cccc(NC(=O)c2cccnc2)c1,-27,-5,10,-22,-32,-4,0,-3
O=C(NCc1ccccn1)c1nn(-c2ccccc2)c(=O)c2ccccc12,-12,9,0,-17,3,-3,-10,-9
Cc1ccc(-c2csc(NC(=O)c3cccc(N4C(=O)CCC4=O)c3)n2)o1,-26,8,-2,-7,-3,10,8,1
CCN=C1SC(CC(=O)Nc2ccccc2OCC)C(=O)N1CC (stereo not drawn),11,1,-7,-16,1,-5,-7,-6
CC(C)Cn1c(=S)[nH]c2cc(C(=O)O)ccc2c1=O,-6,12,4,-14,0,-3,-15,1
Cc1nnc(NCc2ccccc2)c2ccccc12,-1,-5,0,-29,1,-2,-2,0
O=C(O)c1cccc(C(=O)Nc2cccc(NC(=O)C3CCCO3)c2)c1 (stereo not drawn),6,-14,49,57*,1,1,7,42
O=C(CSc1ccccc1)Nc1cccc(S(=O)(=O)N2CCCC2)c1,12,3,10,-19,2,-3,13,-6
C#CC(C)(CC)NC(=O)c1cc2cccc(CC=C)c2oc1=O (stereo not drawn),-142,18,7,-2,0,-6,-4,2
COc1ccc(NS(=O)(=O)/C=C/c2ccccc2)cc1,5,2,2,-19,0,-3,1,3
CC(C)NC(=O)Nc1ccc(Br)cc1Cl,6,-12,0,-15,0,-6,2,-5
O=C(CN1C(=O)S/C(=C\C=C\c2ccccc2)C1=O)NC1CCS(=O)(=O)C1 (stereo not drawn),-49,-11,-1,17,-5,-5,2,-7

Whole records, looked up by structure.
Profile of c1ccc(NC2=NCCCCS2)cc1 : SENP8 block-1: 7; UBC13 polyUb: 2; SENP7 inh: 3; SENP6 inh: -9; SENP1 inh: 0; A3G deaminase: -5; Apaf1 inhib: -3; SENP8 block-2: 3
Profile of O=C(COC(=O)c1ccc(S(=O)(=O)N2CCOCC2)cc1)Nc1nc(-c2ccccc2)cs1 : SENP8 block-1: 30; UBC13 polyUb: 1; SENP7 inh: -2; SENP6 inh: -20; SENP1 inh: 2; A3G deaminase: -2; Apaf1 inhib: 8; SENP8 block-2: -1

Continued.
SMILES,SENP8 block-1,UBC13 polyUb,SENP7 inh,SENP6 inh,SENP1 inh,A3G deaminase,Apaf1 inhib,SENP8 block-2
O=C(c1cccnc1)C1CCCN(Cc2nc(Cc3ccccc3)no2)C1 (stereo not drawn),2,6,-4,-5,-2,-13,-18,6
CCn1ccc(C(=O)Nc2c(C)nn(Cc3c(F)c(F)c(F)c(F)c3F)c2C)n1,9,-8,-2,-3,0,-3,-5,-10
CCc1ccc(-n2cc(-c3ccc([N+](=O)[O-])cc3)[nH]c2=S)cc1,19,-12,4,31,27,-5,19,10
COC(=O)CNC(=O)Cn1cnc2sc(C)c(S(=O)(=O)N3CCC(C)CC3)c2c1=O,10,1,0,-10,-1,-4,0,-5
O=C(O)c1cccc2cc(-c3ccccc3)oc(=O)c12,-256,7,10,10,3,-2,5,8
Cc1cccc(OCC(=O)Nc2nc(-c3ccncc3)cs2)c1,-3,-1,5,4,1,7,15,2
Cc1ccc(N(C(=O)CCC(=O)Nc2cc(C)on2)C(C(=O)NC2CCCC2)c2ccccc2)cc1 (stereo not drawn),8,-5,7,-8,0,-2,9,-3
Cc1ccc(N(C(=O)CNC(=O)c2ccco2)C(C(=O)NCC2CCCO2)c2ccccc2)cc1C (stereo not drawn),8,-1,-3,-7,4,-3,8,-5
O=C(O)C1=C[C@H](c2coc3ccccc3c2=O)C[C@H](OCCCCO)O1,12,0,1,1,-3,12,7,-9
CCc1ccc(CNC(=O)CCCC(=O)n2nc(C)c3ccccc32)cc1,5,0,-5,-2,0,-8,23,-9
c1ccc(-c2nnc(-c3ccccn3)s2)nc1,-20,-7,89*,90*,2,1,10,83*
CCN(CC(=O)Nc1ccc2c(c1)OCCO2)C(=O)C(C)Oc1ccc(Cl)cc1 (stereo not drawn),13,0,-3,2,2,5,23,-7
CC(=O)c1c(C)[nH]c(C(=O)COC(=O)c2cc(S(=O)(=O)N(C)c3ccccc3)ccc2Cl)c1C,4,19,6,-17,2,-4,9,3
CCN(CCNC(=O)C1CCC(=O)N1Cc1ccc(C)cc1)c1ccccc1 (stereo not drawn),9,-7,-2,-18,-1,-6,-24,3
CC1=CN2C(=N)/C(=C/c3ccc(Sc4ccc(C)cc4)o3)C(=O)N=C2S1,19,-30,6,5,-34,-8,9,-3
O=C(O)/C=C/C(=O)Nc1ccc(OC(F)(F)Cl)cc1,10,1,-7,-10,1,-1,-3,-3
COc1ccc(N/N=C(C)/C(=N/O)C(=O)Nc2ccccc2)cc1,6,-7,-4,-5,-3,-2,11,-9
CN(C(=O)COC(=O)c1ccc2c(c1)OCO2)C1CCS(=O)(=O)C1 (stereo not drawn),21,1,6,4,4,0,-5,4
CCc1noc(C)c1C(=O)Nc1cc(S(=O)(=O)N2CCOCC2)ccc1OC(C)C,17,-8,-4,-9,2,1,0,2
CC(C)N1CCN(Cc2cccn2-c2nccs2)CC1CCO (stereo not drawn),4,1,-4,-16,-2,-1,-7,-1
